Source: PubChem (National Center for Advancing Translational Sciences (NCATS))
PKM2 act = qHTS Assay for Activators of Human Muscle isoform 2 Pyruvate Kinase. Pyruvate kinase PKM (Homo sapiens), P14618. purified PKM2, Kinase-Glo ATP luminescence, activation; response scale: 0% is enzyme alone, no compound. Potency, µM (doses to about 57.5 µM), for the others: at the top dose activation, hits mostly activators. actives 0.34% (n = 260,000); note: potency is the fitted concentration of half-maximal effect; % is set by controls: 0 for no effect and ±100 for the full control effect; nearly all actives have a fitted effect of over 55% in size
Target sequence (P14618 whole entry, looked up, canonical isoform): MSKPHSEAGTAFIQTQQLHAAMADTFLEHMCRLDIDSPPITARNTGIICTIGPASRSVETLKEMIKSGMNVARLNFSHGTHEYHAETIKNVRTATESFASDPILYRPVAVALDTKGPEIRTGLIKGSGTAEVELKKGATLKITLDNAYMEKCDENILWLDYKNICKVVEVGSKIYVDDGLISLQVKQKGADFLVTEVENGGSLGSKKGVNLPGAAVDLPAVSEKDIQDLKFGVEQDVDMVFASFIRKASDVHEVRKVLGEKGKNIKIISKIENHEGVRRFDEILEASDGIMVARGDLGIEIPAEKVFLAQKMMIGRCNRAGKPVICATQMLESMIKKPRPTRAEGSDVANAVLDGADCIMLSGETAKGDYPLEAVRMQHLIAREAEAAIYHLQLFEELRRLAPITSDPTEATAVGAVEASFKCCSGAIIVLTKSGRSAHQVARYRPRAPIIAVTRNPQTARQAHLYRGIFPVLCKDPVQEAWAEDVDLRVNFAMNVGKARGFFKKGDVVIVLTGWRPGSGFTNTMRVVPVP
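hPK-M2, >95% pure; 0.1 mM ADP / 0.5 mM PEP final; imidazole pH7.2 buffer w/ 7 mM MgCl2, 50 mM KCl; 1 h RT; Kinase-Glo lum. Intermediate enzyme activity for dual inhibitor/activator qHTS.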
Menin MLL FP TR = qHTS Assay for Inhibitors Targeting the Menin-MLL Interaction in MLL Related Leukemias: Competition With Texas Red Labeled MLL-derived Mutant Peptide. Potency, µM (doses to about 61.6 µM), inactives show top-dose FP activity change, negative = inhibition, usual class: inhibitors. actives 0.23% (n = 270,000). Menin + Texas Red MLL mutant peptide, fluorescence polarization. O00255; active = well fitted inhibition curve with a large enough effect in the polarisation, with a control signal flat, not every such curve was filed as active; inconclusive = small, poorly fitted or top-dose-only effect, or effect the other way, or a change in a side signal; inactive = no such curve, though single readings can be large or run the other way; the % refers to the polarisation; note: potency is the fitted concentration of half-maximal effect; % of control where 0% means no effect; many of its hits are not listed in these tables
Target sequence (O00255 whole entry, looked up): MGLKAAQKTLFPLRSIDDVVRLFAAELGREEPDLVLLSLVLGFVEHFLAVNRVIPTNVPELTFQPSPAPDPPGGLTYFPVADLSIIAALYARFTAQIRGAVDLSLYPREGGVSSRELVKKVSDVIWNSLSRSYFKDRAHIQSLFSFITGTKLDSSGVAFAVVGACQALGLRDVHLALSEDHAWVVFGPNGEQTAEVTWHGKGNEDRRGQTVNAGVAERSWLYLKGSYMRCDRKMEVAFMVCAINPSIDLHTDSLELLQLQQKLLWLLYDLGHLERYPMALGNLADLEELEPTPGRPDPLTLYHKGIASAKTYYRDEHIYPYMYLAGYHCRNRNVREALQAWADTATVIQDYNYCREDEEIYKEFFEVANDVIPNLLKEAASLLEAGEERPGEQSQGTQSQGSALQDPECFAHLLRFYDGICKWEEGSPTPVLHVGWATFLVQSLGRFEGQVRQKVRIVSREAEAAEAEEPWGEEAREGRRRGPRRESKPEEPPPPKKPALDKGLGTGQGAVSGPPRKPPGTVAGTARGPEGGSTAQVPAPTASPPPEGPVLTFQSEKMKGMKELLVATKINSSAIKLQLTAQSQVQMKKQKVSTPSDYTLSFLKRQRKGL
Gal4-VP16 FLuc = VP16 counterscreen qHTS for inhibitors of ROR gamma transcriptional activity | Potency, µM (titrated, usually from 53.6 µM), inactives show at the highest dose activity, negative = inhibition, most hits filed as inhibitors | actives 3.5% (n = 310,000) | Drosophila S2 Gal4-VP16 UAS-luciferase, luminescence, 20 h | AID 2546, 2010;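 note: Gal4-VP16 expression switched on by copper sulfate through the metallothionein promoter; potency is the fitted concentration of half-maximal effect; % is set by controls: 0 for no effect and ±100 for the full control effect; nearly all actives have a fitted effect of over 50% in size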
FLuc counter = qHTS profiling assay for firefly luciferase inhibitor/activator using purifed enzyme and Km concentrations of substrates (counterscreen for miR-21 project). AID 588342, 2011. actives 6.9% (n = 360,000). Luciferin 4-monooxygenase (Photinus pyralis), P08659. purified FLuc, Km substrates, luminescence inhibition. Potency, µM (doses to about 57.5 µM), inactives show at the top dose activity change, negative = inhibition, actives largely listed as inhibitors;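 note: potency is the fitted concentration of half-maximal effect; plate controls were vehicle for no effect and reference inhibitor for full effect; nearly all actives have a fitted effect of over 55% in size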
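Purified P. pyralis luciferase (10nM final) with 10uM D-luciferin and 10uM ATP (Km levels) in 50mM Tris acetate pH 7.5, 10mM Mg acetate, 0.01% Tween-20, 0.05% BSA; qHTS 6-point titration, ~60 µM downward; luminescence read.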
BRCA1 expr act = qHTS Assay to Identify Small Molecule Activators of BRCA1 Expression | actives 1.1% (n = 380,000) | Potency, µM (top dose mostly 46.1 µM), inactives show at the highest dose activation, actives largely listed as activators | MCF7-BRCA1-FFLuc reporter, luminescence, 48 h; response scale: scaled: vehicle 0%, 10 µM genistein 100% | AID 624202, 2012; note: potency is the fitted concentration of half-maximal effect; nearly all actives have a fitted effect of over 80% in size; some results filed as inactive show a strong effect at the top dose
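Cells: MCF7-BRCA1-FFLuc, 2000/well. Exposure: 48 h, 37 °C, 5% CO2. Read: luminescence, 15 min post-substrate. Controls: genistein 10 microM (maximal activation), DMSO (neutral).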
Rab9 prom act = qHTS Assay for Rab9 Promoter Activators; Huh7 Rab9 promoter-luciferase reporter, luminescence, 24 h; Potency, µM (series often up to 9.22 µM), without a hit: at the highest dose activation, negative = inhibition, hits mostly activators; actives 2.8% (n = 320,000); AID 485297, 2010; note: potency is the fitted concentration of half-maximal effect; % of control where 0% means no effect; nearly all actives have a fitted effect of over 60% in size
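Steps: seed 1500 Huh7 Rab9-luc cells per well, rest 2 h at 37 °C; add compound in DMSO; incubate 24 h; add luciferase reagent, 10 min ambient; read luminescence.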
NPC1 promoter act = qHTS Assay for NPC1 Promoter Activators. Huh7 NPC1 promoter luciferase reporter, 24 h. Potency, µM (top dose mostly 9.22 µM), inactives show at the highest dose activation, hits mostly activators. actives 2.4% (n = 320,000);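 note: potency is the fitted concentration of half-maximal effect; % of control where 0% means no effect; nearly all actives have a fitted effect of over 60% in size; reporter is driven by a mutant NPC1 promoter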
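Luciferase expression driven by the NPC1 promoter was measured in stably transfected Huh7 cells after a 24 h compound incubation, using a luciferase reagent and a luminescence read.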
p53 reactivation = qHTS assay for re-activators of p53 using a Luc reporter; H1299 p53-A138V BP100-luciferase reporter, luminescence, 24 h; Potency, µM (titrated, usually from 92.2 µM), inactives show top-dose activity change, positive = activation, most hits filed as activators; actives 0.063% (n = 320,000); AID 504706, 2011; note: potency is the fitted concentration of half-maximal effect; % of control where 0% means no effect; nearly all actives have a fitted effect of over 45% in size
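p53-null H1299 cells stably carrying temperature-sensitive p53-A138V and a BP100-luciferase reporter were pinned with compounds (4-point, 1:5 series) and held 24 hrs at 37 deg C. Luminescence was read 10 min after detection reagent.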
RORgamma inh = qHTS for inhibitors of ROR gamma transcriptional activity. Drosophila S2 Gal4-RORgamma UAS-luciferase reporter, 20 h. Nuclear receptor ROR-gamma (Mus musculus), P51450. AID 2551, 2010. Potency, µM (titrated, usually from 53.6 µM), inactives show top-dose activity change, negative = inhibition, most hits filed as inhibitors. actives 5.4% (n = 310,000); note: potency is the fitted concentration of half-maximal effect; % is set by controls: 0 for no effect and ±100 for the full control effect; nearly all actives have a fitted effect of over 60% in size
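Using a luciferase readout, inhibitors were identified by reduced reporter activity in Drosophila cells coexpressing a copper-inducible Gal4–ROR gamma fusion and UAS-driven Photinus luciferase, incubated 20 hr after 700 uM copper sulfate.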
ELG1 genotoxic = qHTS screen for small molecules that induce genotoxicity in human embryonic kidney (HEK293T) cells expressing luciferase-tagged ELG1 | HEK293T ELG1-luciferase reporter, luminescence, 16 h | Potency, µM (doses to about 46 µM), for the others: at the top dose activity change, positive = activation, hits mostly activators | actives 1.3% (n = 330,000); note: potency is the fitted concentration of half-maximal effect; % of control where 0% means no effect; nearly all actives have a fitted effect of over 60% in size
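Genotoxic stress is detected as increased luminescence from luciferase-tagged ELG1 in HEK293T cells, measured with ONE-Glo after a 16 hr treatment at 37 °C.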
Giardia killer = Small Molecules that selectively kill Giardia lamblia: qHTS; Giardia lamblia trophozoite viability; actives 0.15% (n = 340,000); activity change, % at 7.66 µM, hits read low; in the data active = activity change below about -80%; inconclusive = between about -30% and that limit;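 note: parasites exposed to compound for two days anaerobically before the ATP read; % is set by controls: 0 for no effect and ±100 for the full control effect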
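Trophozoite viability was measured as ATP-dependent luminescence, read 15-30 min after reagent addition. Before that, parasites at 100 cells/well were exposed to compounds for 48 h, anaerobically, at 37 deg C.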
Numbers without * were called inactive; ? = inconclusive; nt = no result given; & = joins results of further samples; [ ] = dose if it differs, or a comment. Unless noted, calls come from the whole dose curve; as a rule, active = well fitted curve in the direction sought with a large enough effect; inconclusive = small, poorly fitted or top-dose-only effect, or another doubt; inactive = no such curve, though single readings can be large; an effect the other way counts as inactive or inconclusive. Only part of the results is shown. The share of hits here may be higher or lower than overall.

structure	PKM2 act	Menin MLL FP TR	Gal4-VP16 FLuc	FLuc counter	BRCA1 expr act	Rab9 prom act	NPC1 promoter act	p53 reactivation	RORgamma inh	ELG1 genotoxic	Giardia killer
O=C(NC1CCCCC1)N(Cc1cc2cc3c(cc2[nH]c1=O)OCCO3)C1CCCCC1	3.0%	4.0%	-1.1%	6.4%	-49.7%	-7.0%	-6.1%	-1.4%	1.6%	-1.9%	-0.4
COc1cc(NS(=O)(=O)c2ccc(NC(=O)c3ccc(S(=O)(=O)N4CCCC4)cc3)cc2)ncn1	-10.9%	9.6%	-12.1%	-0.7%	nt	0.7%	-6.1%	0.9%	7.2%	7.5%	nt
CCCCOc1ccc(CSc2ncn[nH]2)cc1	6.4%	-2.4%	-20.6%	7.57µM*	7.08µM*	?	?	6.3%	?	14.2%	3.5
CCCCN(CCCC)CC(O)CN(c1cc([N+](=O)[O-])ccc1OC)S(=O)(=O)c1ccccc1 (stereo not drawn)	-22.2%	-0.9%	-16.0%	3.2%	-75.6%	-4.3%	1.8%	-6.5%	-0.3%	-2.2%	-0.2
Cc1ccc(N2CC(C(=O)NCCS(=O)(=O)N3CCN(c4ccccc4)CC3)CC2=O)cc1C (stereo not drawn)	nt	4.2%	-1.1%	0.2%&-1.0%	-11.3%	0.3%	-5.8%	-7.7%	-8.0%	-2.8%[9.26 µM]	8.4
CCS(=O)(=O)N1CCC(C(=O)NCCCOC)CC1	0.1%	1.5%	-5.3%	2.5%	0.5%	-9.6%	-1.8%	0.1%	8.3%	-0.2%	2.8
CC(OC(=O)c1ccc2c(c1)S(=O)(=O)c1ccccc1C2=O)C(N)=O (stereo not drawn)	-2.7%	5.5%	9.4%	-2.6%	-14.2%	-6.7%	0.1%	-0.8%	-40.3%	-1.5%	8.8
CCCc1[nH]n(-c2nc3ccccc3s2)c(=O)c1C=NCC(C)C	-19.9%	nt	-8.9%	-12.2%	21.1%	-1.5%	4.2%	16.4%	?	4.0%	0.9
NC(=O)c1cc2nc(-c3ccco3)cc(C(F)(F)F)n2n1	-4.0%	-29.3%	-5.8%	-1.7%	-0.7%	-2.3%	-0.7%	-13.5%	-8.1%	0.2%	10.8
COc1ccc(NC(=S)NC(=O)CC(C)C)c(OC)c1	-11.5%	10.3%	?	13.5µM*	27.7%	13.8%	14.1%	1.0%	?	6.5%	7.6
Cn1nc(C(F)(F)F)c(/C=N/OCc2c(Cl)cccc2Cl)c1Cl	2.6%	nt	10.9%	1.6%	-0.7%	2.0%	-1.5%	6.9%	-12.3%	3.7%	-2.1
O=c1ccc2cc3c4c(c2o1)CCCN4CCC3	-2.4%	-11.3%	-13.2%	-16.9%	-16.5%	-4.2%	-4.7%	-7.4%	-27.4%	12.2%	-22.1
CC(C)(C)n1nc2c(c1NC(=O)COc1ccc(F)cc1)CS(=O)(=O)C2	3.4%	nt	-3.3%	-1.0%	8.4%	4.4%	4.4%	-0.4%	2.1%	-6.2%	-8.8
CCOC(=O)c1ccccc1NC(=O)CSc1nnc(Cc2cccn2C)n1-c1ccc(C)cc1	-0.1%	?	-3.0%	0.5%	-38.3%	-9.6%	0.6%	2.0%	-3.0%	-2.2%	-16.6
Cc1ccc(NC(=O)C2CC2c2ccccc2)c([N+](=O)[O-])c1 (stereo not drawn)	6.2%	10.6%	16.0%	19µM*	?	22.2%	?	nt	?	?	-14.7
O=C(NC(c1ccccc1)c1ccccc1)c1ccc(=O)[nH]n1	0.5%	-3.3%	6.5%	-2.2%	-3.0%	7.4%	7.7%	-6.7%	-4.8%	5.6%	-1.3
COc1ccc(OCC(O)CN(CC(O)COc2ccc(OC)cc2)c2cccc(O)c2)cc1 (stereo not drawn)	nt	nt	?	?	3.1%	-10.3%	2.7%	1.5%	?	-3.9%	59.3[activator]
Cc1ccccc1CN(c1ccc(C(=O)NCc2cccnc2)cc1)S(C)(=O)=O	7.5%	7.6%	-11.5%	1.0%	-1.0%	-4.3%	-2.8%	17.5%	16.4%	-2.3%	-26.1
COc1ccc(CCNc2nc(N3CCOCC3)nc(N3CCOCC3)n2)cc1OC	28.7%	?	-10.4%	2.3%	-1.1%	-3.7%	-0.6%	-4.9%	39.1%	-5.6%	-5.1
O=C(NCCNC(=O)c1cnccn1)c1ccc(Cl)cc1	0.1%	7.6%	0.0%	-4.7%	5.9%	-6.9%	0.4%	2.3%	-6.6%	-1.3%	15.3
O=C(OCCN=C1NS(=O)(=O)c2ccccc21)c1ccco1	0.4%	-2.1%	0.8%	-1.1%	-3.6%	2.5%	0.8%	-6.7%	18.9%	0.2%	-19.9
O=c1c2ccccc2nc2n1CCCCC2	-2.1%	-0.8%	-2.8%	-0.2%	6.2%	2.2%	-2.0%	4.7%	-1.8%	4.1%	5.5
CC(=O)C1=C(C)N(CC2CC2)C(=O)N[C@H]1c1ccccc1	-2.8%	-7.8%&4.1%	5.0%&-1.9%	0.9%	-4.4%	-2.0%	-2.3%	-0.3%	?	2.4%	-20.5
CCOc1ccc(S(=O)(=O)N2CCN(C(=O)c3ccccc3Cc3ccccc3)CC2)cc1	nt	nt	nt	-1.9%	-9.4%	0.0%	0.5%	-0.5%	nt	0.3%	-6.6
Cc1ccc(NC(=S)NCc2ccc3c(c2)OCO3)cc1C	1.7%	4.7%	?	0.7%	18.9%	-0.4%	-5.0%	2.5%	12.6µM*	1.0%	0.5
Cc1ccc2oc(=O)n(CCCOc3ccccc3)c2c1	-2.5%	?	23.6%	23.9µM*	?	?	?	19.9%	-11.3%	?	-13.5
Cc1ccc(N(CC(=O)N2CCN(c3ccc(F)cc3)CC2)S(=O)(=O)c2c(C)nn(C)c2C)cc1	1.1%	-9.2%	-1.3%	3.3%	-8.6%	3.2%	3.2%	-3.6%	4.5%	-4.6%	1.7
CCOC(=O)c1nn(-c2ccc(C)cc2)c(=O)cc1OCC(=O)Nc1cccc(OC)c1	nt	nt	nt	0.1%	-5.9%	-2.2%	-0.9%	16.3%	nt	2.6%	4.0
CC(C)c1ccc(/C=C/C(=O)N2CCCCCC2)cc1	4.6%	-14.4%	0.6%	15.1µM*	86.1%	1.4%	14.5%	?	30.9%	?	4.4
O=C(Nc1ccccc1)c1cc(S(=O)(=O)Nc2cccnc2)ccc1Cl	-6.9%	nt	-2.1%	?	-10.6%	2.1%	-2.0%	-4.6%	-4.6%	6.4%	9.7
CCOC(=O)Cn1cc(C(=O)OC)c2ccccc21	4.6%	-4.0%	5.0%	-0.7%	2.6%	-4.9%	-1.9%	0.3%	-3.1%[10 µM]	17.9%	-11.8
O=C(O)c1ccc(NS(=O)(=O)c2ccc3nnn(O)c3c2)cc1	-5.8%	nt	-5.4%	-18.3%	15.3%	1.1%	-0.5%	5.3%	3.9%	3.4%	16.3
CCCCC(=O)Nc1cccc2c1C(=O)N(c1ccccc1)C2=O	-1.8%	11.8%	14.6%	3.1%[2.3 µM]	6.3%	-3.0%	-3.1%	-3.3%	-3.0%	0.7%	32.3[activator]
CC(C(=O)N1CCOCCOCCOCC1)N1C(=O)c2ccccc2C1=O (stereo not drawn)	2.2%	-18.1%	0.5%	-12.6%	0.9%	-5.0%	0.5%	4.3%	2.4%	0.4%	8.6
CCOC(=O)C1C(C(=O)OC)=C(c2ccc(OC)cc2)c2ccc(OC)cc2N1S(=O)(=O)C(F)(F)F (stereo not drawn)	nt	-13.7%	-9.5%[40.7 µM]	nt	0.0%	nt	nt	1.2%	-0.1%[40.7 µM]	-3.2%	-16.3
O=C(CN1CCN(C(=O)c2cccs2)CC1)NC1CCCCC1	2.0%	-1.5%	-0.3%	7.3%	-24.4%	2.8%	-1.4%	-6.5%	-9.9%	-7.0%	-1.0
COc1ccc(SCCN2CC[C@@H](C(C)(C)C)CCC2=O)cc1	nt	nt	nt	?	46.0%	-2.1%	12.4%	0.5%	nt	0.4%	3.0
CC(C)c1cc(NCC2CCCO2)n2c(nc3ccccc32)c1C#N (stereo not drawn)	-11.0%	-15.3%	-0.4%	?	-40.0%	-6.5%	-4.3%	-1.8%	-27.5%	-13.3%	-15.8
